A549 viability: A549 cytotoxicity, counter-screen for Nrf2 inhibitors; A549 ARE-Fluc cells, CellTiter-Fluor viability, 18-24 h; Potency, µM (doses to about 46 µM), for inactives: top-dose activity change, negative = cytotoxicity, hits mostly inhibitors; 390,000 compounds, 0.16% hits; note: potency is the fitted concentration of half-maximal effect; % is set by controls: 0 for no effect and ±100 for the full control effect
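Cytotoxicity counterscreen: CellTiter-Fluor fluorescence was measured in A549 ARE_Fluc cells after 18-24 h of compound exposure in a concentration series. The subsequent BugLite luminescent read reports ARE-luciferase activity.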
Nrf2 block: blocks Nrf2 signaling. A549 ARE-Fluc reporter, luciferase luminescence, 18-24 h. 360,000 compounds, 2.1% hits. AID 504444. Potency, µM (titrated, usually from 46 µM), without a hit: at the top dose activity change, negative = inhibition, hits mostly inhibitors; note: potency is the fitted concentration of half-maximal effect; % is set by controls: 0 for no effect and ±100 for the full control effect; nearly all actives have a fitted effect of over 60% in size
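Nrf2 activity is the BugLite luminescence, read 15 min after reagent at room temperature, following CellTiter-Fluor cytotoxicity readout (30 min, 37C). Compound titrations were applied for 18-24 h to 5000 A549 ARE_Fluc cells/well in 5% FBS OPTI-MEM.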
CCT chaperon mod: modulators of cytosolic chaperonin (CCT/TRiC) activity | purified chaperonin ATPase assay, HTRF ADP detection, 30 min | activity change, % (concentration not given with the values), hits read low | 360,000 compounds, 0.3% hits; in the data active = activity change below about -30%; note: % is set by controls: 0 for no effect and ±100 for the full control effect
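Nucleotide hydrolysis assay: TRiC at 20–40 nM final (set by batch activity) with 10 uM ATP, 30 min at 37 °C, in presence of 76 uM compound. Detection by competitive ADP HTRF, 30 min ambient.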
Nrf2 activator: activators of Nrf2 (ARE) signaling; Potency, µM (top dose mostly 46.1 µM), for the others: at the top dose activation, most hits filed as activators; 410,000 compounds, 0.31% hits; AREc32 ARE-luciferase reporter (MCF7-derived line), luminescence, 24 h; note: potency is the fitted concentration of half-maximal effect; % of control where 0% means no effect; nearly all actives have a fitted effect of over 65% in size
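AREc32 cells carrying an ARE-driven firefly luciferase, 1000 cells/well in OPTI-MEM with 5% FBS, dosed after overnight attachment and incubated 24 hr at 37 deg C. Steady-Glo luminescence read after 30 min at RT.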
Mm-Cpn inhibitor: blocks the Methanococcus maripaludis chaperonin Mm-Cpn. 330,000 compounds, 0.031% hits. purified Mm-Cpn ATPase, ADP Transcreener TR-FRET. AID 504842. Potency, µM (highest dose often 76.9 µM), for the others: at the highest dose activity, negative = inhibition, actives largely listed as inhibitors; note: potency is the fitted concentration of half-maximal effect; % is set by controls: 0 for no effect and ±100 for the full control effect; nearly all actives have a fitted effect of over 80% in size
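Purified archaeal chaperonin (25 nM final) was preincubated with compound for 10 min at 37°C, then ATP (10 uM final) was added for 30 min at 37°C in Tris pH 7.4/KCl/MgCl2/DTT buffer. ADP was quantified by HTRF Transcreener TR-FRET.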
TGFb inhibitor: TGF-b pathway inhibition; HepG2 CAGA-GFP TGF-b/SMAD3 reporter, GFP fluorescence, 18 h; TGF-beta stimulated, 500 pg/mL final; Potency, µM (top dose mostly 46.1 µM), inactives show at the top dose activity, negative = inhibition, hits mostly inhibitors; 410,000 compounds, 1.2% hits; note: potency is the fitted concentration of half-maximal effect; % is set by controls: 0 for no effect and ±100 for the full control effect; nearly all actives have a fitted effect of over 65% in size
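GFP signal (ex488/em500-530) from TGF-beta-stimulated HEPG2 CAGA-GFP cells, 500 pg/mL final, 18 h at 37 degrees C in DMEM plus 1% FBS, normalized to unstimulated and DMSO-stimulated controls.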
S2 tox: viability counter-screen for ATXN expression inhibitors; S2 cells (HEK-293 line with an ATXN2-luciferase reporter) viability, CellTiter-Fluor protease fluorescence, 24 h; 400,000 compounds, 0.49% hits; AID 651635; Potency, µM (top dose mostly 56.7 µM), actives largely listed as cytotoxic; note: potency is the fitted concentration of half-maximal effect; nearly all actives have a fitted effect of over 40% in size
pAkt inh: blocks phosphorylation of Akt; activity change, % for hits at 50 µM; Neuro2A IGF-stimulated pAkt S473 HTRF, 20 min; hits give low values; 360,000 compounds, 0.32% hits; in the data active = activity change below about -80%; inconclusive = mostly about -51% to -80%; note: % is set by controls: 0 for no effect and ±100 for the full control effect
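Neuro2A cells in DMEM with 0.5% FBS, overnight at 37 deg C, given compound at single 50 µM final, then IGF (6 nM final) for 20 min at 37 deg C. Lysed; phospho-Akt Ser473 by HTRF after 24 h, 665/615 ratio.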
HepG2 viability: HepG2 cytotoxicity, counter-screen for TGF-b inhibitors; HepG2 CAGA-GFP viability, ATP luminescence, 18 h; Potency, µM (series often up to 46.1 µM), without a hit: at the top dose activity change, negative = cytotoxicity, most hits filed as cytotoxic; 410,000 compounds, 0.76% hits; note: potency is the fitted concentration of half-maximal effect; some results filed as inactive show a strong effect at the top dose
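HepG2 CAGA-GFP cells (1000/well, DMEM with 1% FBS) received compound, then TGF-beta at 500 pg/mL final, and were incubated 18 hours at 37 degrees C. Viability was read by CellTiter-Glo luminescence. Media-only wells were set as complete cell-killing and DMSO as no toxicity.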
An asterisk follows results filed as active; i = inactive; u = inconclusive; x = not tested or not shown; [ ] = remark or other dose. Unless noted, calls come from the whole dose curve; as a rule, active = well fitted curve in the direction sought with a large enough effect; inconclusive = small, poorly fitted or top-dose-only effect, or another doubt; inactive = no such curve, though single readings can be large; an effect the other way counts as inactive or inconclusive. No enrichment for hits; 4.4% or so of the library scored in one or more.

SMILES	A549 viability	Nrf2 block	CCT chaperon mod	Nrf2 activator	Mm-Cpn inhibitor	TGFb inhibitor	S2 tox	pAkt inh	HepG2 viability
Cc1ccc(OC(C)C(=O)N2CCN(CCc3ccncc3)CC2)cc1C (stereo unspecified)	0%	18%	x	0.1%	x	0%	i	x	-12%
CC(C)c1cc(C(=O)N/N=C/C=C/c2ccccc2)n[nH]1	-6%	-15%	-0.2	-0.9%	-5%	5%	i	i	-13%
CCOCC(=O)Nc1nc2ccc(C)cc2s1	9%	x	-0.9	4.0%	0%	u	i	i	-43%
COc1ccc(NC(=O)c2oc3ccccc3c2NC(=O)Cc2cccs2)cc1	0%	6%	x	-0.2%	x	-25%	i	x	-17%
C=CCn1c(NC(=O)c2ccccc2Cl)c(C#N)c2nc3ccccc3nc21	-19%	u	-0.8	0.3%	-7%	-23%	x	i	-49%
O=C1c2ccccc2C(=O)C1c1ccc(Cl)cc1	2%	u	-1.0	0.5%	-4%	11%	i	i	-4%
Cc1ccc(C)c(NC(=O)/C(C#N)=C/c2ccc[nH]2)c1	-11%	4%	-2.0	31%	0%	-21%	i	i	-2%
CCCCN(C=O)c1c(CC)nc2c(OCCC)cccn12	x	x	-1.0	-1.0%	x	-9%	i	i	-18%
COc1cc(OC)c(OC)cc1CN1CCc2nc(N3CCN(C)CC3)ncc2C1	-20%	x	x	0.3%	x	-10%	i	x	5%
CCc1nnc(N/N=C\c2ccc(OC(C)=O)c(OC)c2)n1N	-6%	u	-1.3	-3.1%	1%	u	i	i	-90%
Cn1nnnc1SCC(=O)Nc1nc(-c2ccccc2)c(-c2ccccc2)o1	3%	-18%	-11	3.2%	-1%	u	i	i	-15%
Cc1nnc(SCc2cccc3ccccc23)s1	1%	29%	0.3	5.6%	2%	0%	x	i	-15%
COc1cc(OC)cc(C(=O)NCC(=O)OCc2cc(=O)oc3cc(OC)ccc23)c1	-5%	6%	-0.5	0.2%	-6%	0%	i	i	-2%
COc1ccc(NC(=O)CN2C(=O)NC3(CCCCC3C)C2=O)cc1S(=O)(=O)N1CCOCC1 (stereo unspecified)	-1%	7%	-0.7	0.2%	0%	19%	i	i	-1%
COc1ccc(N/C=C/C(=O)c2ccc(C)cc2)c([N+](=O)[O-])c1	-6%	u	0.5	10%	x	9%	u	i	2%
COc1ccc(N2CCN(C(=O)COc3ccc4c(C)cc(=O)oc4c3C)CC2)cc1	-1%	-3%	-2.5	-0.3%	-1%	-20%	i	i	-10%
COc1ccc(-c2noc(N3CCC(C(=O)N(C)c4cc(Cl)ccc4OC)CC3)n2)cc1	5%	10%	x	-1.8%	x	u	u	x	-25%
Cn1c(SCC(=O)N2CCCC2)nnc1-c1cnccn1	0%	-12%	0.4	0.4%	-1%	18%	i	i	9%
Cc1cc(C)c2c(N)c(C(=O)N3CCCCCC3)sc2n1	-2%	-4%	-3.9	0.1%	1%	3%	u	i	-1%
CCOC(=O)c1c(NC(=O)c2ccc(S(=O)(=O)N(CC(C)C)CC(C)C)cc2)sc2c1CCN(C(=O)OCC)C2	4%	x	x	-0.8%	x	11%	i	x	-16%
Cc1cc2cc(CNC(=O)c3ccc(S(=O)(=O)N4CCOCC4)cc3)ccc2n1C	-8%	-6%	0.3	2.5%	u	-4%	i	i	-9%
COc1ccc(C(CNC(=O)c2ccc(-n3cnnn3)cc2)N2CCOCC2)cc1 (stereo unspecified)	-9%	16%	-2.9	-0.1%	-2%	2%	i	i	1%
NC(=O)CSc1nnc(-c2ccc([N+](=O)[O-])cc2)o1	3%	11%	-3.7	3.4%	0%	13%	u	i	-3%
Cc1cc(/C=C(/C#N)c2nc3ccccc3[nH]2)c(C)n1-c1cccc([N+](=O)[O-])c1	u	u	-6.9	4.3%	-5%	-21%	i	i	-21%
CC(=O)c1cccc(NC(=O)CN2C(=O)C(=O)N(Cc3ccco3)C2=O)c1	2%	10%	-2.6	-0.7%	1%	-24%	u	i	-17%
COC(=O)C1=C(C)N(c2cccc(OC)c2)C(=O)/C1=C\c1ccco1	-12%	-14%	0.2	20%	3%	u	i	i	-3%
Cc1cccc(Nc2c(F)c(F)c(F)c(F)c2C(=O)O)c1	-1%	-23%	-6.2	-0.1%[9.22 µM]	0%	7%	i	i	1%
COc1ccc2c(c1OC)C(=O)N(c1ccc(F)cc1)C2	15%	u	-40*	0.5%	0%	-6%	i	i	-13%
N#CCc1nc2ccc(S(=O)(=O)N3CCOCC3)cc2s1	0%	7%	-4.8	0.1%	-5%	50%[activator]	i	i	-9%
Cc1ccc(C)c(N2CCN(C(=O)Cc3cn(C)c4ccccc34)CC2)c1	u	21µM*	1.1	2.6%	-2%	u	i	i	-45%
CSCCC(NC(=O)c1ccccc1Br)C(=O)NNC(=O)C1COc2ccccc2O1 (stereo unspecified)	5%	12%	1.7	0.5%	x	-3%	i	i	-5%
O=C(Cn1cnc2ccccc21)N/N=C/c1cccc([N+](=O)[O-])c1	6%	3%	-2.0	-0.8%	-1%	-8%	i	i	8%
COc1ccc(C(=O)O)cc1S(=O)(=O)N(C)CCc1ccccn1	-4%	3%	-1.0	0.1%	0%	-12%	i	i	-6%
C/C(=N/NC(=O)c1ccc(Br)s1)c1cccnc1	1%	-18%	1.9	2.1%	-1%	-19%	i	i	-19%
COCCNc1ncnc2c1ncn2[C@H]1CN(Cc2ccccc2)C[C@@H](CO)O1	x	x	1.7	0.4%	x	7%	i	i	0%
O=C(Nc1ccccc1)Oc1ccccc1N1CCOCC1	-4%	4%	-0.2	0.4%	u	-13%	i	i	-6%
COC(=O)c1cc(OC)c(OC)c(OC)c1N	-1%	1%	-0.7	-0.7%	0%	2%	i	i	-12%
CCC(C)NC(=O)c1nn(Cc2ccccc2)c(=O)c2ccccc12 (stereo unspecified)	-1%	-2%	1.3	-0.9%	-3%	-9%	i	i	8%
COCC(C)NC(=O)c1noc2c1CCc1cc(OC)ccc1-2 (stereo unspecified)	-18%	-17%	0.5	0.2%	0%	9%	i	i	-32%
O=C1CN(C(=O)c2ccccc2[N+](=O)[O-])C(c2ccccc2)c2cc(Br)ccc2N1 (stereo unspecified)	-6%	-26%	2.3	-0.2%	0%	-26%	i	i	-18%

Part of the list above, reduced to Nrf2 block.
| compound | Nrf2 block |
| --- | --- |
| COCC(C)NC(=O)c1noc2c1CCc1cc(OC)ccc1-2 (stereo unspecified) | -17% |
| COc1ccc(C(=O)O)cc1S(=O)(=O)N(C)CCc1ccccn1 | 3% |
| Cn1c(SCC(=O)N2CCCC2)nnc1-c1cnccn1 | -12% |

Continuation:
SMILES	A549 viability	Nrf2 block	CCT chaperon mod	Nrf2 activator	Mm-Cpn inhibitor	TGFb inhibitor	S2 tox	pAkt inh	HepG2 viability
CC(=O)N(c1ccc2oc(=O)sc2c1)S(=O)(=O)c1ccccc1	-1%	-5%	-1.4	4.1%	-5%	-4%	i	i	-9%
CCC(C)Nc1nnc(SCC(=O)c2c(N)n(C3CC3)c(=O)[nH]c2=O)s1 (stereo unspecified)	-10%	-1%	-3.4	0.1%	1%	5%	i	i	2%
COC(=O)C1=C(CS(=O)(=O)c2ccc(Cl)cc2)NC(=O)NC1c1ccc(O)c(OC)c1 (stereo unspecified)	0%	1%	-0.6	-0.4%	u	2%	u	i	-1%
Cn1cc(CNCc2ccc(-n3cccn3)cc2)c(-c2ccccc2F)n1	-13%	u	0.4	4.9%	0%	-6%	i	i	1%
Cc1ccc(CCNC(=O)C2CC(c3ccccc3[N+](=O)[O-])=NO2)cc1 (stereo unspecified)	-11%	-6%	-1.3	0.3%	0%	-12%	i	i	-27%
O=S1(=O)CCC(NC(=S)Nc2ccccc2)C1 (stereo unspecified)	8%	8%	-1.5	0.4%	-1%	7%	i	i	16%
COc1cc(NC(=O)COC(=O)c2cc(S(=O)(=O)N3CCOCC3)ccc2F)cc(OC)c1	0%	15%	0.7	-0.3%	0%	3%	i	i	11%
O=C(CSc1nc(C(F)(F)F)cc(=O)[nH]1)NCc1ccc2c(c1)OCO2	-5%	11%	0.0	-0.6%	3%	0%	i	i	-2%
Cc1cccc(C)c1NC(=O)C1(C)c2cccc[n+]2CC(=O)N1Cc1cccs1 (stereo unspecified)	-13%	-2%	-0.9	-0.7%	1%	-2%	i	i	-15%
CCCNC(=S)NNC(=O)c1cc(C2CC2)nc2ccccc12	-3%	-22%	-0.6	0.2%	1%	2%	i	i	-2%
CCOc1ccc(-c2ncncc2-c2ccc(OC)cc2)c(O)c1	2%	x	-2.2	3.8%	-17%	15%	i	i	-5%
CCCn1nnnc1SCC(=O)NCc1cccs1	-2%	2%	-2.1	-0.1%	2%	-4%	i	i	22%
O=c1[nH]c2cc([N+](=O)[O-])ccc2c2ccccc12	-2%	u	-1.2	6.4%	x	-6%	i	i	4%
Cc1cc(-c2sccc2Br)nc(-n2cccc2)n1	4%	18%	1.9	u	-20%	6%	x	i	2%
CC(Cl)C(=O)Nc1ccccc1C#N (stereo unspecified)	-1%	-5%	0.6	0.2%	0%	-7%	i	i	-4%
C=CCNC(=S)N1CCC(C(=O)c2ccc(OC)cc2)CC1	-14%	-22%	0.4	0.0%	1%	-31%	i	i	-35%
CC(C)NC(=O)N1CCC(N2CCN(Cc3ccc(F)cc3)C(=O)C2=O)CC1	3%	x	x	0.3%	x	22%	i	x	5%

High-throughput results (PubChem BioAssay)
